VLA-4 inh: inhibition in a human VLA-4 binding assay; P13612; inhibition, % (about 7 µM as worked out from the volumes in the protocol); VLA-4 expressing cells, ligand binding flow cytometry; AID 2557; 0.2% of 330,000 active; in the data active = inhibition above about 50%
AGP1 TOR yeast: yeast TOR pathway AGP1-GFP modulation | S. cerevisiae AGP1-GFP multiplex flow cytometry, 3 h; GFP as percent of DMSO wells | GFP response vs DMSO, % at 10 µM | 0.02% of 320,000 active | AID 2066;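 active = GFP response relative to DMSO above a set limit, near screen average plus 3 SD, cut at about 150% in these data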;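 also: median GFP channel fluorescence of the gated AGP1 strain per well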
MEX-5 binding: C. elegans MEX-5 TCR-2 RNA binding activity; Q9XUB2; MEX-5/FITC-TCR2 RNA binding, fluorescence polarization; stronger effect = lower value; activity score (negative = inhibition of binding), % at 10 µM; 0.38% of 300,000 active; AID 1832;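 active = inhibition past about -25% in most replicates, and total fluorescence under double the plate's negative control median, limit read from the data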;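 also: 0% = DMSO and -100% = 5 µM competing unlabeled TCR2 RNA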
Fam108B counter: counter-screen for RBBP9 inhibitors: inhibitors of mouse Fam108B; recombinant Fam108B, FP-Rh probe fluorescence polarization; inhibition, % at 9.51 µM; 0.33% of 300,000 active; AID 1947;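 active = inhibition above the screen mean inhibition plus 3 SD, computed separately per campaign, cut at about 18% in these data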;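 also: inhibitors lower polarization as less probe binds the enzyme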
GLD-1 TGE inh: GLD-1-TGE RNA interaction inhibition (C. elegans); Q17339; purified GLD-1 + fluorescein TGE RNA, fluorescence polarization; inhibition, % at 5.96 µM; 0.44% of 320,000 active; AID 2280;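 active = percent inhibition above a per-plate cutoff, the plate mean of test compounds plus 3 SD, cut at about 30% in these data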;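 also: 0% = DMSO wells with GLD-1 and probe and 100% = wells lacking GLD-1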
MCL1-BIM inh: disrupts human MCL1 binding to BIM-BH3 peptide; Q07820; GST-MCL1 / FITC-Bim-BH3 fluorescence polarization; inhibition, % at 10.9 µM; 0.68% of 320,000 active;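 active = inhibition above the mean inhibition of all tested compounds plus 3 SD, set per campaign, cut at about 40% in these data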;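 also: 0% = DMSO wells and 100% = unlabeled Bim-BH3 peptide control; higher means more loss of mP so more displacement of Bim peptide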
BCLXL inh: Bcl-xL (human) inhibition; Q07817; GST-Bcl-xL / FITC-Bim BH3 peptide fluorescence polarization; inhibition, % at 10.9 µM; 0.7% of 320,000 active; AID 2129;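 active = inhibition above the mean of all tested compounds plus 3 SD, cutoff set per campaign, cut at about 30% in these data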;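 also: 0% = DMSO wells and 100% = unlabeled Bim-BH3 peptide competitor; inhibitors lower millipolarization by displacing the labeled peptide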
Target sequence (Q07817 whole entry, looked up): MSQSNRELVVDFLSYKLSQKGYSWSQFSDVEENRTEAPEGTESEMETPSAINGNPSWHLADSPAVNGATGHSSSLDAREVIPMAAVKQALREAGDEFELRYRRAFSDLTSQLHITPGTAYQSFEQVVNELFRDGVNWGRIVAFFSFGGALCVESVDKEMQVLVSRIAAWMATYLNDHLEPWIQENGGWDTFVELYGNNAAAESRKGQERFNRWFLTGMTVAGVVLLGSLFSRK
GRK2 inh: inhibitors of human GRK2 displacing RNA aptamer. bead flow cytometry, FAM-aptamer displacement from GRK2. AID 488847. 0.59% of 330,000 active. P25098. inhibition of aptamer binding, % at 10 µM;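 active = inhibition of aptamer binding above 40%, roughly 3 SD of noise, on plates passing a quality check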;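 also: median bead fluorescence of bound FAM aptamer so fluorescent compounds give negative values; no value below 0 was filed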
Target sequence (P25098 whole entry, looked up): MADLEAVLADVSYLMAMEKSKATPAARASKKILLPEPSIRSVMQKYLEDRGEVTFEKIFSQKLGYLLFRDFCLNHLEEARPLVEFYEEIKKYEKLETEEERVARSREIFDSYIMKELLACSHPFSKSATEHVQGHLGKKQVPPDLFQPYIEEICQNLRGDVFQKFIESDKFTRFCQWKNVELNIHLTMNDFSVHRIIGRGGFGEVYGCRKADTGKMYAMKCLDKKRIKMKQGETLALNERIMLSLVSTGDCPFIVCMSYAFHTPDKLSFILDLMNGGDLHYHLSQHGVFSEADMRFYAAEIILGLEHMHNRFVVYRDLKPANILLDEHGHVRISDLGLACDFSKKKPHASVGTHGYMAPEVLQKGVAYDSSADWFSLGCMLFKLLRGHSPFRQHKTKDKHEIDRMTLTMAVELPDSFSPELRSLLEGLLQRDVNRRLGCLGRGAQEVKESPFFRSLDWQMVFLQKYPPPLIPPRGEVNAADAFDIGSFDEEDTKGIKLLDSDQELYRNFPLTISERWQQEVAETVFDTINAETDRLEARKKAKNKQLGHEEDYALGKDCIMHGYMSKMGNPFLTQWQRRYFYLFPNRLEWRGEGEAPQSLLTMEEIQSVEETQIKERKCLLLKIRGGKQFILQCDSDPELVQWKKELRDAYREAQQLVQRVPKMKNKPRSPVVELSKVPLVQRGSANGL
CIT2-GFP yeast: yeast TOR pathway CIT2-GFP modulation. S. cerevisiae CIT2-GFP strain, flow cytometry, 3 h; 100 means same as DMSO wells. GFP response vs DMSO, % at 10 µM. 0.065% of 320,000 active. AID 2029;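 active = GFP response relative to DMSO above a set limit, near the screen mean plus 3 SD, cut at about 150% in these data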;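 also: ratio of well median GFP fluorescence to mean of DMSO wells on the plate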
The depositor's hits bear a star; x = no result given. Rows were taken by chance; about 2.2% have a hit in one of these screens.

SMILES | VLA-4 inh | AGP1 TOR yeast | MEX-5 binding | Fam108B counter | GLD-1 TGE inh | MCL1-BIM inh | BCLXL inh | GRK2 inh | CIT2-GFP yeast
COCCCNC(=O)C1CCC(CNS(=O)(=O)c2ccc3c(c2)N(C(C)=O)CCO3)CC1 (centres undefined) | 8 | 95 | -0.6 | -3 | 2 | 2 | 4 | 0 | 97
CCOC(=O)NCCOC(=O)Nc1ccc(Cl)cc1 | 0 | 96 | -2.0 | -3 | 5 | 7 | 1 | 1 | 96
CC(=O)Nc1ccc(S(=O)(=O)Nc2nc(CN3CCOCC3)nc3sc4c(c23)CCCC4)cc1 | -2 | 105 | x | -5 | -6 | 5 | 3 | 0 | 107
COc1ccc(S(=O)(=O)N(C)C)cc1NCC(=O)Nc1ccc(F)cc1F | -26 | 107 | 1.3 | 1 | -4 | -9 | -3 | 0 | 112
CN(CC(=O)Nc1ccccc1C(F)(F)F)C(=O)c1ccc(-c2ccc(Cl)cc2)o1 | 3 | 94 | -0.8 | 0 | 1 | -1 | -4 | 3 | 82
Cc1cccc(OC(C)C(=O)N2CCCN(C)CC2)c1C (centres undefined) | -22 | 96 | 0.6 | -2 | -1 | 2 | 0 | 2 | 96
Cc1ccc(Cl)cc1-n1ncc2c(NNC(=O)c3ccco3)ncnc21 | -2 | 98 | 0.3 | -3 | 0 | -6 | -13 | 3 | 106
Cc1ccc(S(=O)(=O)NC(C)(C)CSc2nnc(Nc3ccccc3)s2)cc1 | -6 | 108 | -2.1 | 5 | 8 | 0 | -1 | 0 | 111
O=C(NC1CCS(=O)(=O)C1)/C(=C\c1ccccc1)NC(=O)c1ccccc1 (centres undefined) | 10 | 98 | 0.0 | -1 | 5 | -2 | -1 | 1 | 94
CCN1C(=O)/C(=C/c2cn(C)nc2C)SC1=S | -5 | x | -7.3 | 2 | -1 | -3 | -8 | 3 | 98
CC(NC(=O)CC(O)(C(F)(F)F)C(F)(F)F)c1ccccc1 (centres undefined) | 19 | 95 | -1.9 | 0 | 2 | -1 | 0 | 0 | 104
Cc1ccc(NC(=O)Cn2nnc(C(=O)NCc3cccs3)c2N)cc1F | 6 | 87 | 0.5 | 0 | 6 | -5 | 5 | 0 | 92
Cc1cc(C)c(S(=O)(=O)Nc2cccc(S(=O)(=O)N3CCOCC3)c2)c(C)c1 | 1 | 95 | -1.0 | -5 | 4 | 7 | 0 | 0 | 98
CCOC(=O)NC(=O)C(=CNc1ccccc1C)C(=O)NC(=O)OCC | -4 | 97 | -0.5 | 4 | 5 | 2 | 5 | 0 | 101
COc1cc(/C=C/C(=O)OCC(=O)NC(=O)NC(C)(C)C)ccc1O | 6 | 94 | 5.0 | 1 | 9 | 4 | 5 | 1 | 105
Brc1ccc(-c2nnc(-c3ccccc3)c(N3CCSCC3)n2)cc1 | 0 | 93 | -1.0 | 7 | 1 | 4 | 12 | 1 | 113
O=S(=O)(Nc1nc(CN2CCOCC2)nc2sc3c(c12)CCCC3)c1cc(F)ccc1F | 21 | 97 | 1.6 | 3 | -5 | 1 | -1 | 1 | 89
CCCOC(=O)c1ccc(NC(=O)C(CC)CC)cc1 | 29 | 93 | -2.9 | 1 | 0 | 9 | 2 | 3 | 97
Cn1c(=O)oc2cc(S(=O)(=O)N3CCCC3)ccc21 | 15 | 99 | 1.8 | 9 | 7 | 3 | -2 | 1 | 97
O=C(O)Cn1ncn(-c2ccc(OC(F)(F)F)cc2)c1=O | 17 | 96 | 0.5 | 5 | -3 | -2 | 2 | 0 | 100
O=C(CSc1nnc(-c2cccs2)n1Cc1ccccc1)NCc1ccc2c(c1)OCO2 | 14 | 109 | 0.9 | 1 | -3 | -8 | -3 | 0 | 98
CC1CCN(S(=O)(=O)c2ccc(NC(=O)C3CC3)cc2)CC1 | 1 | 96 | 1.9 | -1 | 5 | 14 | 10 | 1 | 97
COc1ccc(C(C)=O)cc1COc1nc(C)nc2ccccc12 | 0 | 105 | -1.7 | 2 | 3 | -6 | -1 | 0 | 99
CCOC(=O)c1c(NC(=O)CCS(=O)(=O)c2ccccc2)sc2c1CCN(C)C2 | 7 | 102 | 6.2 | -6 | -3 | -1 | 15 | 0 | 103
CCCc1ccc(C(C)NC(=O)c2cnccn2)cc1 (centres undefined) | -5 | 97 | -1.4 | -1 | 0 | -4 | 0 | 0 | 98
CSc1ccc(CC(=O)N2CCC(n3nccc3NC(=O)C3CC3)CC2)cc1 | -19 | 102 | 2.5 | 1 | -3 | 1 | 3 | 0 | 106
CCc1nc2cccnc2n1-c1ccc(CC(=O)NCCOC)cc1 | 7 | 97 | -1.7 | -3 | 4 | 7 | 7 | 0 | 104
O=C(c1ccc(-c2ccccc2)cc1)N1CCN(c2ncccn2)CC1 | -6 | 83 | x | 0 | -4 | 16 | 7 | 3 | 73
COC(=O)c1cc(OC)c(OC)cc1NC(=O)CCCCCN1C(=O)CCC1=O | -4 | 102 | -3.0 | 5 | 5 | 6 | 4 | 0 | 98
CC(C)CC(c1nnnn1C(C)(C)C)N1CCN(C2CCCC2)CC1 (centres undefined) | 37 | 105 | 1.0 | 1 | 3 | -2 | 4 | 0 | 100

Shown with tabs: entries from further up.
mol	VLA-4 inh	AGP1 TOR yeast	MEX-5 binding	Fam108B counter	GLD-1 TGE inh	MCL1-BIM inh	BCLXL inh	GRK2 inh	CIT2-GFP yeast
COc1ccc(C(C)=O)cc1COc1nc(C)nc2ccccc12	0	105	-1.7	2	3	-6	-1	0	99
CCOC(=O)c1c(NC(=O)CCS(=O)(=O)c2ccccc2)sc2c1CCN(C)C2	7	102	6.2	-6	-3	-1	15	0	103
CCCc1ccc(C(C)NC(=O)c2cnccn2)cc1 (centres undefined)	-5	97	-1.4	-1	0	-4	0	0	98
CSc1ccc(CC(=O)N2CCC(n3nccc3NC(=O)C3CC3)CC2)cc1	-19	102	2.5	1	-3	1	3	0	106

Other compounds follow.
SMILES | VLA-4 inh | AGP1 TOR yeast | MEX-5 binding | Fam108B counter | GLD-1 TGE inh | MCL1-BIM inh | BCLXL inh | GRK2 inh | CIT2-GFP yeast
O=C(NCC(NS(=O)(=O)OCC(Cl)(Cl)Cl)c1ccccc1)C(F)(F)F (centres undefined) | -15 | 92 | 0.2 | 6 | -1 | 4 | 7 | 3 | 94
COc1ccc(N(CC(=O)NC2CC3CCC2C3)S(=O)(=O)c2ccc(C)cc2)cc1 (centres undefined) | 12 | 89 | -0.1 | -1 | 2 | 7 | 8 | 2 | 97
Cc1nc2c(-c3ccc(F)cc3)cnn2c(N)c1-c1ccccc1 | -1 | 56 | -0.1 | 13 | 12 | 1 | 2 | 0 | 72
Clc1nccc(N2CCN(c3ccccc3Cl)CC2)n1 | 3 | 107 | 1.1 | -1 | -7 | 0 | 3 | 2 | 91
O=C(NC1CCCCCC1)c1cc2c(=O)n3ccccc3nc2s1 | 12 | 104 | -2.4 | -3 | -6 | 3 | 1 | 4 | 108
O=C1C=CC(=O)N1c1cccc(-c2ccccc2)c1 | 27 | 77 | -2.8 | -11 | 8 | 15 | 8 | 0 | 61
O=C(Nc1cccc(F)c1)/C(=C\c1cccnc1)NC(=O)c1ccco1 | 14 | 97 | -0.6 | 0 | 0 | -1 | 1 | 5 | 104
Clc1ccc(-c2nc3cc(CN4CCCCC4)ccc3o2)cc1 | 7 | 93 | 1.2 | x | x | x | x | 0 | 93
COc1ccccc1S(=O)(=O)Cc1ccc(C(=O)N2CCN(c3ccccn3)CC2)o1 | 7 | 103 | x | -1 | 7 | 4 | 2 | 0 | 104
COc1ccc2c(c1)CCN1C2CCN2C(=O)CCC21 (centres undefined) | 13 | 93 | -6.0 | -6 | 21 | 56* | 45* | 0 | 94
COc1ccccc1OC(=O)Cc1cccc2ccccc12 | 8 | 99 | -2.0 | 0 | 5 | 4 | 1 | 1 | 102
COc1ccc(C(C)=O)cc1COc1ccc(Cl)c(C)c1 | 4 | 120 | 0.8 | -1 | 5 | 1 | 3 | 0 | 122
CCn1cc(C(=O)Nc2ccc(NC(=O)c3ccco3)cc2)c(=O)c2ccc(C)nc21 | 15 | 98 | -0.7 | 1 | 2 | 11 | 3 | 0 | 97
COc1ccc(CCN(C)C2CCCN(C(=O)Cn3cccn3)C2)cc1OC (centres undefined) | -98 | 94 | 1.4 | -6 | -10 | -9 | -7 | 6 | 90
COc1ccc(Cl)cc1C(=O)NCc1cn(C)nc1C | 10 | 111 | -1.8 | 0 | -2 | -2 | 5 | 2 | 90
COCCN(C(=O)COC(=O)Cc1c(C)nc2ccccc2c1C)c1c(N)n(CC(C)C)c(=O)[nH]c1=O | 1 | 92 | x | x | -2 | x | x | 0 | 83
Cc1ccccc1-n1cnnc1SCC(=O)Nc1cccnc1Cl | 0 | 105 | 0.8 | 2 | 6 | 7 | 2 | 0 | 98
COc1cccc2cc(C(C)=O)c(=O)oc12 | 2 | 99 | 1.1 | 7 | 0 | -5 | 3 | 2 | 101
NC(=O)c1c(-c2ccccc2)oc2ccc(O)cc12 | 9 | 102 | -2.4 | 0 | 3 | 2 | 3 | 0 | 100
Cn1cc(-c2ccccc2)cc(C#N)c1=O | 15 | 71 | 0.3 | 0 | 5 | 4 | 1 | 0 | 87
O=C(/C=C/c1ccc(F)cc1)NC(=S)NNC(=O)[C@H]1C[C@@H]1c1ccccc1 | 3 | 102 | -3.8 | 0 | -1 | 14 | 11 | 2 | 97
Cc1ccccc1-c1cc(C(=O)O)nn1CC1CC(c2cccc([N+](=O)[O-])c2)=NO1 (centres undefined) | 20 | 98 | x | -2 | 1 | 3 | -3 | 1 | 123
CCCC(=O)c1ccc(N2CCN(C(=O)c3cccs3)CC2)c(F)c1 | 10 | 94 | -0.7 | -6 | 1 | 0 | 2 | 5 | 94
COCC(C)NS(=O)(=O)c1ccc(C(=O)NCCCn2ccc3ccccc32)cc1 (centres undefined) | 4 | 103 | -0.6 | 0 | 1 | -1 | 0 | 3 | 100
CCCCN(CC)CCCNC(=O)C1c2ccccc2C(=O)N(C)C1c1cn(C)c2ccccc12 (centres undefined) | 17 | 97 | -0.1 | 4 | 0 | 3 | 3 | 0 | 95
Cc1cc(Cl)ccc1NC(=S)NCC(O)c1ccccc1 (centres undefined) | -3 | 101 | 2.4 | -4 | 1 | 5 | 0 | 0 | 101
COc1ccc(CCNC(=O)CN(c2ccc(OC)cc2)S(C)(=O)=O)cc1 | -5 | 100 | -2.5 | -4 | 3 | 1 | 2 | 2 | 101
CCOc1ccc(S(=O)(=O)NCCC(=O)N2CCCC(C)C2)cc1 (centres undefined) | 14 | 109 | 0.5 | 2 | 4 | 4 | 4 | 0 | 108
Cc1ccc(C(=O)N/N=C\c2cccnc2)s1 | 3 | 117 | -0.5 | 1 | -8 | 3 | 7 | 0 | 117
CS(=O)(=O)Nc1ccc(C(=O)N2CCN(c3ccccc3)CC2)cc1 | -1 | 109 | -1.2 | -2 | 3 | -1 | 3 | 1 | 102
O=C(Nc1ccccc1)c1nsnc1C(=O)Nc1ccccc1 | 0 | 100 | 0.8 | -2 | 2 | -7 | 2 | 0 | 108
CCOc1ccccc1NC(=O)N1CCC(NC(=O)c2ccccc2C)CC1 | 9 | 106 | -0.5 | 1 | 2 | 3 | 8 | 0 | 102
O=C(Nc1ccc2c(c1)N(S(=O)(=O)c1cccs1)CCC2)c1c(F)cccc1F | 8 | 114 | 0.0 | -11 | -4 | 6 | 3 | 3 | 110
CC(/C=C/c1ccccc1)=N\NC(=O)Cn1cncn1 | 14 | 110 | -2.0 | 0 | 3 | 6 | 5 | 0 | 99
